Compound activity (PubChem)
Pin1 inh: inhibitors of human Pin1 | Q13526 | Pin1 FP peptide displacement, HiFluor488, 10 min | Potency, µM (series often up to 115 µM), inactives show at the highest dose activity, negative = inhibition, hits mostly inhibitors | actives 0.009% (n = 390,000) | AID 504891; active means well fitted inhibition curve with a large enough effect in the polarisation, with a control signal flat, not every such curve was filed as active; inconclusive means small, poorly fitted or top-dose-only effect, or effect the other way, or a change in a side signal; inactive means no such curve, though single readings can be large or run the other way; the % refers to the polarisation; further: on the % scale 0 is the no-effect control and ±100 the full control effect
BAZ2B inh: blocks human BAZ2B; Q9UIF8; AlphaScreen BAZ2B-H3K14Ac peptide displacement; Potency, µM (titrated, usually from 114 µM), for the others: at the top dose activity change, negative = inhibition, most hits filed as inhibitors; actives 4.4% (n = 360,000); AID 504333; further: on the % scale 0 is the no-effect control and ±100 the full control effect; nearly all actives have a fitted effect of over 60% in size
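Inhibition is scored as reduced AlphaScreen emission. The BAZ2B/b-H3(5-23)K14Ac complex (50 nM each) in PBS pH 7.4, 0.01% Tween-20 meets compound (up to 110 uM) for 30 min at RT before bead addition.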
HP1b chromo inh: blocks HP1-beta chromodomain binding to methylated histone tails | P83916 | Potency, µM (doses to about 114 µM), inactives show top-dose activity change, negative = inhibition, hits mostly inhibitors | actives 0.56% (n = 390,000) | AlphaScreen HP1-beta / biotin-H3K9me3 peptide binding; further: nearly all actives have a fitted effect of over 70% in size; inactives centre near 23
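HP1-beta protein (50 nM final) preincubated 30 min at room temperature with biotinylated H3(1-18)K9me3 peptide (50 nM) in PBS pH 7.4, 0.01% Tween-20, then compound added for 30 min. AlphaScreen streptavidin donor/nickel chelate acceptor beads (10 ug/mL final), 30 min dark, luminescence read.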
JMJD2A Tudor inh: inhibitors of human JMJD2A Tudor domain; AID 504339; O75164; actives 4.4% (n = 390,000); Potency, µM (doses to about 114 µM), without a hit: top-dose activity change, negative = inhibition, actives largely listed as inhibitors; AlphaScreen JMJD2A-Tudor / H3K4me3 peptide binding; further: on the % scale 0 is the no-effect control and ±100 the full control effect; nearly all actives have a fitted effect of over 50% in size
Target sequence (O75164 whole entry, looked up, the tested form may be a part): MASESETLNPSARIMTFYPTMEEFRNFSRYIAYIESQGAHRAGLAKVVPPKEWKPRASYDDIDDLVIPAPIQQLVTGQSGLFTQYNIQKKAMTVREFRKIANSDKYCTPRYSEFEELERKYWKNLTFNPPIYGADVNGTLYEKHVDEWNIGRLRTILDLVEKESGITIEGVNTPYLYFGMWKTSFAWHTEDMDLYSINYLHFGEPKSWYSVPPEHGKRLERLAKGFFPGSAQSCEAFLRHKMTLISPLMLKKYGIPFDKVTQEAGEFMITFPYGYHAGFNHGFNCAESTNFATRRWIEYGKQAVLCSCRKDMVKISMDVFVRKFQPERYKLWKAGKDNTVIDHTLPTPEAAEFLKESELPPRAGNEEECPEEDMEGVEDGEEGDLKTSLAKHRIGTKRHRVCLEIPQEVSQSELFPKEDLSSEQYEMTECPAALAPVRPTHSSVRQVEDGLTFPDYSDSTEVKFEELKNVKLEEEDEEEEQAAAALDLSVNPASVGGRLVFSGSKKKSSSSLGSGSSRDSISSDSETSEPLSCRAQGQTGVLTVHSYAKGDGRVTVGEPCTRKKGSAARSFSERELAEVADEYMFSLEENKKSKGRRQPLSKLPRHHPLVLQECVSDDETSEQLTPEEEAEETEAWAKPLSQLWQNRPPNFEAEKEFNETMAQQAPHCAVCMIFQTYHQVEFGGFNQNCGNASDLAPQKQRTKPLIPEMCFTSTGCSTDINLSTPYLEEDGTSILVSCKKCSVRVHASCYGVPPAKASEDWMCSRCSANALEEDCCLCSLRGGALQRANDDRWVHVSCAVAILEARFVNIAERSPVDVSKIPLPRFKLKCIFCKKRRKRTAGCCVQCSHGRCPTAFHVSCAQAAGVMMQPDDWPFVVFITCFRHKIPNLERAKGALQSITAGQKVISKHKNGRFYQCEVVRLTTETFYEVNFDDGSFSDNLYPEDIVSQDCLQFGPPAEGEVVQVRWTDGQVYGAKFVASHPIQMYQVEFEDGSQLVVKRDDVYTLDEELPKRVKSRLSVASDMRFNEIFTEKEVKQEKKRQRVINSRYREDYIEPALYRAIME
Tb PGK inh: blocks T. brucei phosphoglycerate kinase; P07378; PGK/GAPDH coupled, Kinase-Glo luminescence, 60 min; Potency, µM (top dose mostly 57.5 µM), for inactives: at the highest dose activity change, negative = inhibition, usual class: inhibitors; actives 0.043% (n = 380,000); AID 602233; further: on the % scale 0 is the no-effect control and ±100 the full control effect; nearly all actives have a fitted effect of over 60% in size
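Recombinant glycosomal PGK reaction used 1,3-bisphosphoglycerate generated in-well by GAPDH (100nM final) in 100mM TEA pH 7.6, 5mM MgCl2, 0.01% Tween-20. After 60 minutes at room temperature, ATP was read by Kinase-Glo Plus luminescence end-point.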
Pol iota inh: blocks human DNA polymerase iota activity | actives 1% (n = 390,000) | AID 588590 | Potency, µM (highest dose often 115 µM), inactives show top-dose activity, negative = inhibition, most hits filed as inhibitors | Pol iota fluorescent replication assay, 10 min | Q9UNA4
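Fluorescent replication assay read twice, at 0 min and 10 min after adding 50 nM (final) substrate. Enzyme (10 nM) and compounds were first incubated 15 min at room temperature; enzyme-free buffer wells were negative controls.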
BLM inh: inhibitors of human Bloom syndrome helicase BLM; P54132; recombinant BLM DNA unwinding, fluorescence dequenching; Potency, µM (series often up to 56.1 µM), inactives show at the highest dose activity change, negative = inhibition, most hits filed as inhibitors; actives 0.2% (n = 350,000); AID 2528;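 further: plate controls were vehicle for no effect and no enzyme for full effect; nearly all actives have a fitted effect of over 35% in size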
GLS inh: blocks human kidney-isoform glutaminase activity; O94925; GLS enzymatic activity, qHTS titration; Potency, µM (titrated, usually from 45.5 µM), inactives show at the highest dose activity change, negative = inhibition, hits mostly inhibitors; actives 0.21% (n = 410,000); AID 624170; further: on the % scale 0 is the no-effect control and ±100 the full control effect
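Compounds were pin-transferred onto hKGA, after which L-glutamine (1 mM solution) and a detection mix of glutamate oxidase, HRP and Amplex Red were added. Initial and 30 min RT fluorescence reads were collected.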
G9a inh: inhibitors of human histone lysine methyltransferase G9a | Q96KQ7 | G9a H3K9 monomethylation, AlphaScreen, 2 h | Potency, µM (series often up to 102 µM), without a hit: top-dose activity, negative = inhibition, hits mostly inhibitors | actives 8.8% (n = 350,000); further: on the % scale 0 is the no-effect control and ±100 the full control effect; nearly all actives have a fitted effect of over 75% in size
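Enzyme 20 nM + cpd, 15 min RT; add b-H3K9 pep 500 nM / SAM 20 uM; 2 h RT; anti-H3K9me1 Ab 0.5 ug/mL + SA donor / anti-rabbit acceptor beads 20 ug/mL each, 10 min; AlphaScreen read.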
An asterisk follows results filed as active; i = inactive; ? = inconclusive; . = no result given; & = joins results of further samples; [ ] = remark or other dose. Unless noted, the call rests on the fitted dose curve; in most records, active means well fitted curve in the direction sought with a large enough effect; inconclusive means small, poorly fitted or top-dose-only effect, or another doubt; inactive means no such curve, though single readings can be large; an effect the other way counts as inactive or inconclusive. Potency means the concentration at half of the fitted maximal effect. This is a subset, so the mix of outcomes need not match the whole.

Keys – A = Pin1 inh; B = BAZ2B inh; C = HP1b chromo inh; D = JMJD2A Tudor inh; E = Tb PGK inh; F = Pol iota inh; G = BLM inh; H = GLS inh; I = G9a inh
O/N=C(/c1ccc(Cl)cc1)C1CC1c1ccccc1 (configuration not stated)
  A = 1%; B = 12%; C = 33%; D = -15%; E = -7%; F = 42%[activator]; G = -10%; H = 9%; I = 51%[activator]
O=C(O)/C(=C\c1cccc(F)c1)c1ccc(S(=O)(=O)N2CCCCC2)s1
  A = 0%; B = ?; C = 1%; D = ?; E = -6%; F = ?; G = -24%; H = 21%; I = 56µM*
Cc1ccc(Cl)cc1N1CCN(C(=O)c2cc3ccc4cccnc4c3[nH]2)CC1
  A = 9%; B = -11%[57.1 µM]; C = 18%; D = -35%; E = -3%; F = 3%; G = -6%; H = -6%; I = -29%[59 µM]
Cc1ccccc1CN1C(=O)C(O)(CC(=O)c2cccc(Br)c2)c2ccccc21 (configuration not stated)
  A = 77%[activator]; B = 1%; C = 39%; D = -32%; E = -2%; F = 12%; G = -11%; H = -3%; I = 13%[59 µM]
N#Cc1c(NC(NC(=O)c2ccco2)C(=O)c2ccccc2)sc2c1CCCC2 (configuration not stated)
  A = 14%; B = -37%; C = -26%; D = 50µM*; E = -5%; F = 72%[activator]; G = -12%; H = 6%; I = 5µM*
COc1ccc(Cc2nc(C(=O)Nc3ccc(F)cc3)cs2)cc1
  A = 10%; B = 38%; C = 98%[activator]; D = 53%[activator]; E = 6%; F = 8%; G = -10%; H = 5%; I = 120%[activator]
COc1ccc(-c2c(C)[nH]n3c(=O)c(Cc4ccccc4)c(C)nc23)cc1OC
  A = 0%; B = -12%; C = 18%; D = -23%; E = -5%; F = -17%; G = -7%; H = 0%; I = -3%
CCn1c(COc2c(C)cccc2C)nnc1SCC(=O)N1CCN(c2ccccc2)CC1
  A = 1%; B = -29%; C = 16%; D = -23%; E = -8%; F = -7%; G = -1%; H = 13%; I = -7%[59 µM]
COc1ccccc1NC(=O)CSc1nnc(-c2ccco2)n1N
  A = -1%; B = -11%; C = 52%[activator]; D = -14%; E = 3%; F = 5%; G = -6%; H = -9%; I = -2%
Cc1cc(/C=C(\C#N)C(=O)NCc2cccs2)c(C)n1-c1ccc([N+](=O)[O-])cc1
  A = -1%; B = -13%; C = 10%; D = -26%; E = -7%; F = 8%; G = -1%; H = 4%; I = 7%[59 µM]
Cc1ccccc1N(CC(=O)NC(C)(C)C)C(=O)CCC(=O)Nc1nccs1
  A = -3%; B = ?; C = 36%; D = 4%; E = -1%; F = 2%; G = 1%; H = -1%; I = .
Cc1ccc(-c2cc(C(=O)Nc3c(C)n(C)n(-c4ccccc4)c3=O)[nH]n2)c(O)c1
  A = 13%; B = -3%; C = 39%; D = -21%; E = -12%; F = 7%; G = 0%; H = 2%; I = 3%
CC(=O)Nc1ccc2nc(CN3CCN(Cc4ccc(F)cc4)C(CCO)C3)ccc2c1 (configuration not stated)
  A = 0%; B = -7%; C = 37%; D = -15%; E = 0%; F = 19%; G = 7%; H = 13%; I = .
COc1ccc2oc(=O)c(C(=O)Nc3ccccc3C)cc2c1
  A = 1%; B = 50µM*; C = 11%; D = -15%; E = -10%; F = -3%; G = -9%; H = -1%; I = 4%[0.501 µM]
COC(=O)c1c(C)c[nH]c1C
  A = 0%; B = -35%; C = -1%; D = -23%; E = -3%; F = 7%; G = -2%; H = 5%; I = 17%[12.7 µM]
CC(C)c1nnc(SCC(=O)NC(C)(C)C)n1C
  A = -6%; B = 7%; C = 37%; D = -3%; E = -5%; F = 13%; G = -3%; H = 7%; I = .
Cc1ccc(OCC(O)CNC(C)c2ccccc2)cc1C (configuration not stated)
  A = -8%; B = -18%; C = 33%; D = 13%; E = 3%; F = -1%; G = 0%; H = 11%; I = .
CCN(CC)S(=O)(=O)c1ccc2c(c1)N(CC(=O)NCCCN1CC(C)CC(C)C1)C(=O)CO2 (configuration not stated)
  A = -10%; B = -20%; C = 24%; D = -9%; E = -8%; F = -14%; G = -2%; H = -11%; I = -26%
CC(C(=O)c1ccccc1)n1c(N2CCOCC2)nc2c1c(=O)n(C)c(=O)n2C (configuration not stated)
  A = 2%; B = 1%; C = 23%; D = -7%; E = 0%; F = 1%; G = 3%; H = 2%; I = -38%[59 µM]
COc1ccc2cc(C)c3nnc(SCC(=O)Nc4nc(-c5ccc(F)cc5)cs4)n3c2c1
  A = 7%; B = -4%; C = 29%; D = -12%; E = -7%; F = 26%; G = -7%; H = 8%; I = 19%[59 µM]
CCOc1ccc(OCC)c(NC(=O)c2c(C)nn(-c3ccccc3)c2-n2cccc2)c1
  A = 5%; B = -14%; C = 19%; D = -26%; E = 3%; F = 3%; G = -11%; H = 5%; I = -4%[59 µM]
CCOC(=O)N1CCN(C(=O)CS(=O)(=O)Cc2nc(-c3cccc(OC)c3)oc2C)CC1
  A = -6%; B = -13%[57.1 µM]; C = 47%[activator]; D = -17%; E = -3%; F = -4%; G = 2%; H = 1%; I = 7%
FC(F)(F)c1cccc(NC(=S)NCCc2ccccn2)c1
  A = 3%; B = -5%; C = 20%; D = -19%; E = 0%; F = 12%; G = -4%; H = 1%; I = .
CC(C)c1ccc(-c2noc(C3CCCN(S(C)(=O)=O)C3)n2)cc1 (configuration not stated)
  A = 2%; B = 2%; C = 31%; D = -16%; E = 5%; F = -3%; G = -12%; H = -2%; I = -33%[2.33 µM]
CC(C)(C)NC(=O)CSc1nc2ccccc2n1-c1ccccc1
  A = -12%; B = 8%; C = 11%; D = -26%; E = -8%; F = -8%; G = -4%; H = 0%; I = ?
CCC(c1nnnn1C(C)(C)CC)N(CCN1CCOCC1)Cc1cc2cc(C)ccc2[nH]c1=O (configuration not stated)
  A = -6%; B = 8%; C = 27%; D = -15%; E = i; F = 1%; G = -9%; H = -13%; I = ?
O=C(Nc1ccc(Cl)cc1)c1ccc(-n2cccn2)c([N+](=O)[O-])c1
  A = -2%; B = -35%; C = -1%; D = -26%; E = -4%; F = 0%; G = -7%; H = 1%; I = -8%[12.7 µM]
CCOC(=O)Nc1cccnc1Sc1ccc(Cl)cc1
  A = -5%; B = .; C = 2%; D = 1%; E = -3%; F = -5%; G = .; H = -1%; I = .
O=C1c2cccnc2C(=O)N1CO
  A = -3%; B = ?; C = 5%; D = -23%; E = -5%; F = 4%; G = 0%; H = 5%; I = -33%
Cc1ccc(C)c(Nc2nc(-c3ccncc3)nc3ccccc23)c1
  A = -5%; B = -26%; C = 28%; D = -20%; E = .; F = -1%; G = -11%; H = -4%; I = 18%[0.501 µM]

3 entries drawn at random from the list so far, as already listed:
Keys – A = Pin1 inh; B = BAZ2B inh; C = HP1b chromo inh; D = JMJD2A Tudor inh; E = Tb PGK inh; F = Pol iota inh; G = BLM inh; H = GLS inh; I = G9a inh
CCOC(=O)N1CCN(C(=O)CS(=O)(=O)Cc2nc(-c3cccc(OC)c3)oc2C)CC1
  A = -6%; B = -13%[57.1 µM]; C = 47%[activator]; D = -17%; E = -3%; F = -4%; G = 2%; H = 1%; I = 7%
CCC(c1nnnn1C(C)(C)CC)N(CCN1CCOCC1)Cc1cc2cc(C)ccc2[nH]c1=O (configuration not stated)
  A = -6%; B = 8%; C = 27%; D = -15%; E = i; F = 1%; G = -9%; H = -13%; I = ?
CC(=O)Nc1ccc2nc(CN3CCN(Cc4ccc(F)cc4)C(CCO)C3)ccc2c1 (configuration not stated)
  A = 0%; B = -7%; C = 37%; D = -15%; E = 0%; F = 19%; G = 7%; H = 13%; I = .

Continued.
Keys – A = Pin1 inh; B = BAZ2B inh; C = HP1b chromo inh; D = JMJD2A Tudor inh; E = Tb PGK inh; F = Pol iota inh; G = BLM inh; H = GLS inh; I = G9a inh
O=C1CCN(CCc2ccccc2)CCN1[C@H](CSc1ccccc1)Cc1ccccc1
  A = 21%; B = ?; C = 52%; D = -35%; E = i; F = 16%&36%; G = -12%; H = -7%; I = .
COc1ccc2c(CNCCc3cccs3)c(C(=O)O)n(Cc3ccc(F)cc3Cl)c2c1
  A = 19%; B = -22%; C = 11%; D = -35%; E = 9%; F = 0%; G = 3%; H = -9%; I = -41%[59 µM]
COc1cccc2c1O/C(=N\O)C(C(=O)Nc1ccc(C)cc1)C2 (configuration not stated)
  A = -7%; B = -4%; C = 51%[activator]; D = 4%; E = -5%; F = 5%; G = 0%; H = -5%; I = 2%
Cc1ccc(C(=O)c2cn(Cc3ccccc3C)c3nc(C)ccc3c2=O)cc1
  A = 77%[activator]; B = -3%; C = 29%; D = -14%; E = -5%; F = 23%; G = -10%; H = 2%; I = -28%[59 µM]
O=Cc1ccc(OCc2ccccn2)cc1
  A = 1%; B = 2%; C = 17%; D = -10%; E = -14%; F = 194%[activator]; G = -6%; H = 3%; I = 8%[59 µM]
Cc1ccc2nc(-c3ccc(N4CCOCC4)cc3)c(Nc3ccccc3C)n2c1
  A = -1%; B = 10µM*; C = ?; D = 14µM*; E = i; F = -22%; G = -8%; H = 12%; I = 13µM*
Cc1ccc(OCC(O)CN2CCN(CC(O)COc3ccc(C)cc3Cl)CC2)c(Cl)c1 (configuration not stated)
  A = ?; B = 4%; C = 24%; D = 4%; E = -1%; F = 8%; G = -2%; H = 0%; I = 23%
CN1CCN(S(=O)(=O)c2ccc(NCc3ccc4c(c3)OCO4)nc2)CC1
  A = 7%; B = -15%; C = 26%; D = -7%; E = -5%; F = 18%; G = -3%; H = 2%; I = -22%
NC(=O)CC(c1ccccc1)c1ccco1 (configuration not stated)
  A = 2%; B = 0%; C = 28%; D = -17%[57.1 µM]; E = 5%; F = 21%; G = -3%; H = 0%; I = -1%[59 µM]
O=C(/C=C/c1cccs1)NC(=S)Nc1ccccc1
  A = 1%; B = 32µM*; C = 2%; D = ?; E = -7%; F = 65%[activator]; G = -12%; H = -2%; I = .
COc1cccc(NC(=O)CN(C)C(=O)C2CC(=O)N(CCc3ccc(OC)c(OC)c3)C2)c1 (configuration not stated)
  A = -11%; B = .; C = -3%; D = -21%; E = -11%; F = ?; G = .; H = -5%; I = .
